# ANO1 block: blocks the mouse calcium-activated chloride channel TMEM16A; normalized B-score (activity score, 25-100; higher = stronger inhibition) at 10 µM; HEK293 TMEM16A/YFP iodide influx fluorescence, ionomycin; Q8BHY3; AID 588511; 1.2% of 310,000 active;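 active means ratio plate-corrected score three or more library SD toward inhibition, starting fluorescence score within five deviations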;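 further: score derived from kinetic fluorescence span divided by baseline fluorescence per well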
# Target sequence (Q8BHY3 whole entry, looked up): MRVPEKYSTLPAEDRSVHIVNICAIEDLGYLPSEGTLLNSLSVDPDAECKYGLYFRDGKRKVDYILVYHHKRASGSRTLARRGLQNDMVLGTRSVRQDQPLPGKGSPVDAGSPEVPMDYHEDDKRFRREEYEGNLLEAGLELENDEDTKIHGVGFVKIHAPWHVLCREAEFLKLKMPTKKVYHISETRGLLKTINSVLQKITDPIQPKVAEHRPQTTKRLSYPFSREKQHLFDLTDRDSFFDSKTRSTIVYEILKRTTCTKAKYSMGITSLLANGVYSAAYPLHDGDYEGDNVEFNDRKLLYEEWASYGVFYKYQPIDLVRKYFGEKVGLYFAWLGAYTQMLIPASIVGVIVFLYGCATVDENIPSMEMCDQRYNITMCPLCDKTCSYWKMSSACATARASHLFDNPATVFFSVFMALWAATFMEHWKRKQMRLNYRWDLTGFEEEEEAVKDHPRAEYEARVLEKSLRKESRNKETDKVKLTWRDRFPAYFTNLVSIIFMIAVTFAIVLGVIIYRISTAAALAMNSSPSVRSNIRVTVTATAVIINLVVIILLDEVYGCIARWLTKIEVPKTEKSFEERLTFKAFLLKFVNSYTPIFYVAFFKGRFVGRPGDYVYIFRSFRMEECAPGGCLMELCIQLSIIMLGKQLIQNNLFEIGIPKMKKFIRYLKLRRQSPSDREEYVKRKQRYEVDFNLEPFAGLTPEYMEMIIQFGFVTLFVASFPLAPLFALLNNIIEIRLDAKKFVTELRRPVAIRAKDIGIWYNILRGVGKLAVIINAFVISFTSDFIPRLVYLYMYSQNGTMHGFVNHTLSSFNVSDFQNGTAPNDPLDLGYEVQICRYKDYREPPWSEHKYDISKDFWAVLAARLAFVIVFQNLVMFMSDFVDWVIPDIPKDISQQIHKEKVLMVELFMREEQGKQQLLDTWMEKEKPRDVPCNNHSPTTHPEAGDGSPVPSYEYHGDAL
# HDAC3 inh: blocks human histone deacetylase 3; O15379; recombinant HDAC3, fluorogenic peptide/trypsin coupled, fluorescence; inhibition, % at 8.3 µM; 0.15% of 320,000 active; AID 2718; in the data active means inhibition above about 26%, passing the limit was not always enough; inconclusive means no clear call, values can overlap the other calls
# SKKanGAS inh: blocks kanamycin growth of S. pyogenes SKKanGAS strain. BacTiter-Glo, 6 h. inhibition, % at 7.5 µM. 1.3% of 300,000 active;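 active means mean replicate score, as percent of positive control median, at least 50; inconclusive means mean below 50 but one replicate at or above 50; inactive means mean and every replicate below 50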;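 further: strain carries kanamycin resistance gene driven by streptokinase promoter and grows in 40 µg/ml kanamycin; loss of luminescence reflects streptokinase promoter inhibition or plain growth inhibition; 0% = median of DMSO wells and 100% = positive control at its reference dose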
# KCNK3 block: human KCNK3 channel inhibition, primary screen. CHO-KCNK3 thallium flux, FluxOR fluorescence; active compounds read low. B-score at 10 µM. 0.84% of 340,000 active. AID 602410;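 active means B-score under library mean minus 4 SD, starting fluorescence ratio at most library mean plus 5 SD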;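 further: more negative B-score means stronger inhibition of thallium flux through KCNK3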
# RGS4 act: potentiators or activators of RGS4; HEK293 M3R/inducible RGS4, carbachol calcium flux Fluo4; active compounds read low; B-score at 10 µM; 0.92% of 310,000 active;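 active means B-score of the integrated calcium signal more than 4 SD below the library mean, with starting fluorescence not abnormally high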;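 further: negative B-score means reduced calcium response which marks RGS4 activation or potentiation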
#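 Assay system: Inducible-RGS4 HEK293 cells carrying M3 receptor | Schedule: Compound preincubation 20 min at room temperature before agonist | Signal: Kinetic calcium fluorescence imaging with Fluo4-AM dye, 2 µM | Read-out basis: B score from integrated fluorescence ratio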
# TMEM16A act: activators or potentiators of mouse TMEM16A chloride channel; Q8BHY3; HEK293 TMEM16A/YFP-H148Q/I152L, iodide quench fluorescence; active compounds read low; B-score at 10 µM; 0.3% of 340,000 active;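 active means fluorescence-ratio B-score plate-corrected deviation score at least 3 library SD below zero, with starting fluorescence score within 5 deviations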;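 further: channel opened by trigger with iodide after compound preincubation; score built on the fluorescence ratio of max minus min over baseline; more negative score means more quench and so TMEM16A activation or potentiation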
# KCNK9 block: blocks the human KCNK9 two-pore domain potassium channel | HEK293 KCNK9, FluxOR thallium flux fluorescence; active compounds read low | B-score at 10 µM | 1.2% of 310,000 active;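 active means ratio B-score over 3 SD below the library mean, with starting fluorescence within 5 SD of its mean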;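 further: negative B-score means less thallium flux so channel inhibition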
# KCNQ1 inh: blocks the human KCNQ1 potassium channel. CHO-K1 KCNQ1, FluxOR thallium flux fluorescence; active compounds read high. B-score at 10 µM. AID 2642. 1.3% of 310,000 active;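 active means compounds whose thallium flux B-score, printed positive for inhibition, exceeds three library SD while starting fluorescence stays within three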;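 further: channel opened by potassium depolarization with thallium stimulus after 20 min compound exposure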
# RGS4 block: inhibitors of human RGS4. 0.45% of 310,000 active. HEK293 M3R/RGS4 inducible, Fluo-4 calcium flux; active compounds read high; triggered by carbachol at its EC20. B-score at 10 µM;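 active means B-score, a plate-corrected calcium signal, over three deviations above library mean, with baseline fluorescence within five deviations of library mean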;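 further: RGS4 expression induced by doxycycline in cells with stable M3 receptor; B-score is computed from the integrated fluorescence ratio over baseline after carbachol; higher B-score means a larger calcium signal and so more RGS4 inhibition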
# hERG rescue: hERG (human) protection from proarrhythmic block; CHO-hERG, FluxOR thallium flux, dofetilide IC70 present; activation (rescue from dofetilide block), less the hit threshold, % at 10 µM; 0.51% of 310,000 active; AID 1511;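 active means activation above the mean of controls blocked by dofetilide plus 5 SD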;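 further: thallium influx through hERG after potassium depolarization seen as dye fluorescence rise; in these data hits start at about 4.7%; inactives centre near -7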
# KCNQ1 act: human KCNQ1 channel potentiation or activation | P51787 | CHO-K1 KCNQ1, thallium flux FluxOR fluorescence; active compounds read high | B-score at 10 µM | 0.35% of 310,000 active;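 active means fluorescence ratio B-score, a plate-corrected score, at least three library SD, with initial intensity B-score within 5 SD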
#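 Schedule – 37 °C overnight plating, 90-min dark dye load, 20-min compound pretreatment · System – stable KCNQ1 CHO-K1 line · Probe or stimulus – thallium- and potassium-containing depolarizing buffer · Measured by – kinetic FluxOR fluorescence, 10 s baseline plus 110 s post-stimulus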
# Starred values were filed as active, the others as inactive; i = inactive; ? = inconclusive; / = not tested or not shown.
SMILES,ANO1 block,HDAC3 inh,SKKanGAS inh,KCNK3 block,RGS4 act,TMEM16A act,KCNK9 block,KCNQ1 inh,RGS4 block,hERG rescue,KCNQ1 act
CC(C)n1c(N2CCN(C(=O)NCc3ccccc3)CC2)nc2ccccc21,i,-2,-3,i,i,i,i,i,i,-8,i
COC(=O)c1cc(NC(=O)c2ccc(C)cc2)c(=O)oc1C,i,3,2,i,i,i,i,i,i,-9,i
Cc1ccc2nsnc2c1S(=O)(=O)NCc1ccc2c(c1)OCO2,i,-2,4,i,i,i,i,i,i,-8,i
COc1cc2c(cc1OC)/C(=C/C(=O)c1ccccc1F)NCC2,i,5,-3,i,i,/,i,i,i,-12,i
COc1ccc(OC(C)C(=O)Nc2cccc(OC)c2)cc1 (stereo not drawn),i,-12,-1,i,i,i,i,i,i,-6,i
Cn1c(N)c(C(=O)COC(=O)c2cc(C3CC3)nc3ccccc23)c(=O)n(C)c1=O,i,-4,2,i,i,i,i,i,i,-11,i
Cc1ccc(NC(=O)c2cc(-c3ccc4c(c3)OCO4)on2)cc1C,i,1,5,i,i,i,i,i,i,-2,i
O=C(CCCCl)OCc1cn(-c2ccc(Cl)cc2)nn1,i,3,-8,i,i,i,i,i,i,-3,i
COc1ccc(C(CNC(=O)c2ccc(Br)o2)N2CCN(C)CC2)cc1 (stereo not drawn),i,6,-2,i,i,i,i,i,i,-5,i
Cc1c(C(=O)N2CCc3ccccc32)oc2ccccc12,i,6,2,i,i,i,i,i,i,-10,i
CCn1cc(CN2CCN(CC(C)(C)C)C(CCO)C2)c2ccccc21 (stereo not drawn),i,6,1,i,i,i,i,i,i,-6,i
CCc1ccc(C(C)NC(=S)NCc2ccc(F)cc2)cc1 (stereo not drawn),i,-1,3,i,i,i,i,i,i,-7,i
CCCCC(C)n1[nH]c(=O)c2c(C)cc(C)nc21 (stereo not drawn),i,4,-3,i,i,i,i,i,i,-15,i
Cc1ccc(-c2nc3ccsc3c(=O)o2)cc1,i,16,2,i,i,i,i,i,i,2,i
Cc1cc(-c2ccc3c(c2)COc2c4ccccc4nn2-3)on1,i,6,-5,i,i,i,i,i,i,-5,i
CCOC(=O)N1CCN(C(=O)c2ccccc2-c2ccccc2)CC1,i,-4,0,i,i,i,i,i,i,-7,i
O=C(N/N=C1/CCc2ccccc21)C1CC1,i,4,7,i,i,i,i,i,i,-5,i
O=C(CSCc1ccccc1Cl)N1CCN(c2ccccn2)CC1,i,10,-1,i,i,i,i,i,i,-13,i
CCOC(=O)C(C)Oc1cccc2c(=O)n(CC(=O)Nc3ccc4c(c3)OCCO4)ccc12 (stereo not drawn),i,-14,-1,i,i,i,i,i,i,-8,i
CCOC(=O)CC1(c2ccccc2)CCOC(C)(C)C1 (stereo not drawn),i,9,-6,i,i,i,i,i,i,-7,i
COc1ccc(CNC(=O)CN(c2ccc(C)cc2)S(=O)(=O)c2c(C)nn(C)c2C)cc1,i,-8,1,i,i,i,i,i,i,-6,i
COCCNC(=O)c1cc(S(=O)(=O)N2CCOCC2)ccc1SCc1cccc(OC)c1OC,i,/,1,i,i,i,i,i,i,-4,i
CCN1CCC2(CC1)N=C(c1ccc(F)cc1)C(=S)N2,i,0,-3,i,-7.4*,i,i,i,i,-16,i
CCN(CC)c1ccc(NC(=O)c2ccc(Cl)nc2)cc1,i,-4,-4,i,i,/,i,i,i,-6,i
Cc1cc2nc(C3CCN(CC4COc5ccccc5O4)CC3)[nH]c2cc1C (stereo not drawn),i,2,6,i,i,i,i,i,i,-10,i
CSCCC(NC(=O)c1cccc(C)c1)C(=O)Nc1sccc1C(N)=O (stereo not drawn),i,6,-6,i,i,i,i,i,i,-7,i
CCOC(=O)Cn1nc(C)n(-c2ccc(F)cc2)c1=O,i,-4,-9,i,i,i,i,i,i,-12,i
O=C(CN1C(=O)c2ccccc2C1=O)Nc1ccccc1C(=O)NC1CCCCCC1,i,7,-12,i,i,i,i,i,i,-7,i
Cc1cccc(C(=O)NCC(c2ccc(F)cc2)N2CCOCC2)c1 (stereo not drawn),i,-2,-6,i,i,i,i,i,i,-13,i
Cc1ccc(/C=N/NC(=O)C2COc3ccccc3O2)s1 (stereo not drawn),i,7,-14,i,i,i,i,i,i,-14,i
Cc1ccc(OCC(=O)N2CCOCC2)cc1C,i,-8,-5,i,i,i,i,i,i,-7,i
COc1cc(OC)c(OC)cc1/C=C1\CCC/C(=C\c2cc(OC)c(OC)cc2OC)C1=O,/,/,22,i,i,i,i,i,i,-6,i
OCC1OC(Oc2cccc3ccccc23)C(O)C(O)C1O (stereo not drawn),i,-2,-4,i,i,i,i,i,i,-9,i
CCc1ccc2[nH]c(C(=O)Nc3ccc(F)cc3Br)cc2c1,i,3,-6,i,i,i,i,i,i,-2,8*
O=C1c2cccc3cccc(c23)N1Cc1cccc(F)c1,i,2,10,-14*,i,i,i,i,i,-2,i
COc1ccc(C2c3[nH]c4ccccc4c3CCN2CCCn2cccn2)c(F)c1 (stereo not drawn),i,-9,-2,i,i,i,i,i,i,-13,i
Cc1noc(-c2ccccc2)c1NC(=O)Nc1ccccc1,i,-2,-5,i,i,i,i,i,i,-7,i
CCc1ccc(-c2ccc3nnc(SCC(=O)NCC4CCCO4)n3n2)cc1 (stereo not drawn),i,-1,33,i,i,i,i,i,i,-10,i
Cc1nn(Cc2ccc(F)cc2)c(C)c1NC(=O)c1cnn2cccnc12,i,-4,1,i,i,i,i,i,i,-12,i
COc1ccc(-n2nc3c(N4CCC(C(=O)NC5CCCCC5)CC4)nnc(C)c3c2C)cc1,i,-2,1,i,i,i,i,i,i,-8,i
COc1ccc(C(CNC(=O)Cc2ccccc2)N2CCCCC2)cc1 (stereo not drawn),i,3,-6,i,i,i,i,i,i,-6,i
O=C(NCc1ncc(C(F)(F)F)cc1Cl)Nc1ccccc1,i,2,-2,i,i,i,i,i,i,-5,i
CN(c1cnn(-c2ccccc2)c(=O)c1Cl)n1cccc1,i,7,3,i,i,i,i,i,i,-8,i
Cc1snc(S(=O)(=O)Cc2c(Cl)cccc2Cl)c1C#N,i,-14,0,i,i,i,i,i,i,-11,i
Cc1cc(N/N=C/c2cccc(Cl)c2)nc(NCc2ccccc2)n1,i,1,-1,i,-7.7*,i,i,i,i,-5,i
COCCNC(=S)Nc1ccccc1Cc1ccccc1,i,6,10,i,i,i,i,i,i,-3,i
CCOC(=O)Cn1c(=O)c2c(nc(Br)n2Cc2ccccc2Cl)n(C)c1=O,i,6,-3,i,i,i,i,i,i,-15,i
Cc1cc2cc(CNC(=O)c3cccs3)ccc2[nH]1,i,-1,2,i,i,i,i,i,i,-11,i
CC1(C)CC(=O)C2=C(C1)OC1OC(=O)CC21C (stereo not drawn),i,3,6,i,i,i,i,i,i,-7,i
CC1CCCCN1C(=O)COC(=O)c1cccc(NS(=O)(=O)c2ccccc2)c1 (stereo not drawn),i,-3,-12,i,i,i,i,i,i,-7,i
Nc1nc(Nc2ccccc2F)nc(NCCO)c1[N+](=O)[O-],i,-4,-9,i,i,i,i,i,i,-4,i
O=C(Nc1nnc(C2CC2)s1)c1n[nH]c(=O)c2ccccc12,i,/,3,i,i,i,i,i,i,-2,i
C=C1C(=O)[C@@]23[C@H](O)C[C@@H]4C(C)(C)CC[C@H](O)[C@]4(C)[C@@H]2C[C@H](O)[C@@H]1[C@H]3O,i,-2,6,i,i,i,i,i,i,-10,i
CC(NC=C1C(=O)OC(C)(C)OC1=O)C(=O)O (stereo not drawn),i,-13,-4,i,i,i,i,i,i,-5,i
O=C(CSc1nnc(-c2ccco2)n1Cc1ccccc1)NC(=O)NCc1ccco1,i,-1,2,i,i,i,i,i,i,-10,i
COc1cccc(-c2cc(C(=O)O)no2)c1,i,1,6,i,i,i,i,i,i,-9,i
COC(=O)C1C2C=CC3(CN(c4ccc(Cl)c(F)c4)C(=O)C13)O2 (stereo not drawn),i,3,-6,i,i,i,i,i,i,-6,i
COc1ccc([C@@H]2C[C@H]3CN(c4ccccc4)C(=O)[C@]34CCCN24)c(OC)c1OC,i,-5,0,i,i,i,i,i,i,-10,i
N#Cc1c(-c2ccccc2)cc(C2CC2)nc1SCC(=O)c1cccs1,/,/,-10,i,i,i,i,i,i,-12,i
CC(SCc1ccccc1)C(=O)NCc1ccccn1 (stereo not drawn),/,/,-1,i,i,i,i,i,i,-9,i

# Taken from above:
# In SKKanGAS inh, COc1cccc(-c2cc(C(=O)O)no2)c1 has 6
# In hERG rescue, CC1(C)CC(=O)C2=C(C1)OC1OC(=O)CC21C (stereo not drawn) has -7

# Continued:
SMILES,ANO1 block,HDAC3 inh,SKKanGAS inh,KCNK3 block,RGS4 act,TMEM16A act,KCNK9 block,KCNQ1 inh,RGS4 block,hERG rescue,KCNQ1 act
COc1ccc(OC)c(N(/C(N)=N/c2nc(C)cc(C)n2)S(=O)(=O)c2ccc(NC(C)=O)cc2)c1,i,-1,9,i,i,i,i,i,i,-3,i
COc1cccc(C=NCC(C)N=Cc2cccc(OC)c2O)c1O (stereo not drawn),i,3,-2,i,i,i,i,i,i,5.2*,i
Cc1c(C(=O)Nc2c(F)cc(F)cc2Br)sc2ncn(CC(=O)N3CCCC3)c(=O)c12,i,5,5,i,i,i,i,i,i,-7,i
CCCc1nc(SCC(=O)Nc2ccccc2OC)c2c(=O)n(C)c(=O)n(C)c2n1,i,8,-3,i,i,i,i,i,i,-9,i
O=C(O)[C@@H]1[C@@H]2C[C@@H]2CN1c1ncccc1[N+](=O)[O-],i,1,-3,i,i,i,i,i,i,-3,i
NC(=O)c1c(NC(=O)c2ccncc2)sc2c1CCCCCC2,i,3,7,i,i,i,i,i,i,-1,i
CC(=O)Nc1ccc(NC(=O)c2c(C)noc2C)cc1,i,4,0,i,i,i,i,i,i,-12,i
OCC1(CCc2ccccc2)CCN(Cc2ccc(OC(F)F)cc2)CC1,/,/,-14,i,i,i,i,i,i,-16,i
O=C(c1ccc(-n2cccn2)cc1)N1CCN(c2ncccc2C(F)(F)F)CC1,i,-1,-5,i,i,i,i,i,i,0,i
COC(=O)CCCC(=O)N1CCCC(C(=O)c2ccccc2SC)C1 (stereo not drawn),i,?,-6,i,i,i,i,i,i,-8,i

# An excerpt from above in order of their number in HDAC3 inh, rising.
Structure	HDAC3 inh
NC(=O)c1c(NC(=O)c2ccncc2)sc2c1CCCCCC2	3
COc1cc2c(cc1OC)/C(=C/C(=O)c1ccccc1F)NCC2	5
Cc1ccc(-c2nc3ccsc3c(=O)o2)cc1	16
